Compound activity (PubChem BioAssay)
RBX1-CUL1 inh: blocks human RBX1-Cullin-1 di-ubiquitin formation; P62877+Q13616; AID 1347404; 140,000 compounds, 0.6% hits; inhibition, % at 10 µM; in vitro K48 di-Ub FRET, acceptor:donor ratio, 45 min; in the data active = inhibition above about 25%
Target sequence (P62877 whole entry, looked up): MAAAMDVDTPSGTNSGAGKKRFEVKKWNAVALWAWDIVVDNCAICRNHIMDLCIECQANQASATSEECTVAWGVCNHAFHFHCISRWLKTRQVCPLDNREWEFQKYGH
Target sequence (Q13616 whole entry, looked up): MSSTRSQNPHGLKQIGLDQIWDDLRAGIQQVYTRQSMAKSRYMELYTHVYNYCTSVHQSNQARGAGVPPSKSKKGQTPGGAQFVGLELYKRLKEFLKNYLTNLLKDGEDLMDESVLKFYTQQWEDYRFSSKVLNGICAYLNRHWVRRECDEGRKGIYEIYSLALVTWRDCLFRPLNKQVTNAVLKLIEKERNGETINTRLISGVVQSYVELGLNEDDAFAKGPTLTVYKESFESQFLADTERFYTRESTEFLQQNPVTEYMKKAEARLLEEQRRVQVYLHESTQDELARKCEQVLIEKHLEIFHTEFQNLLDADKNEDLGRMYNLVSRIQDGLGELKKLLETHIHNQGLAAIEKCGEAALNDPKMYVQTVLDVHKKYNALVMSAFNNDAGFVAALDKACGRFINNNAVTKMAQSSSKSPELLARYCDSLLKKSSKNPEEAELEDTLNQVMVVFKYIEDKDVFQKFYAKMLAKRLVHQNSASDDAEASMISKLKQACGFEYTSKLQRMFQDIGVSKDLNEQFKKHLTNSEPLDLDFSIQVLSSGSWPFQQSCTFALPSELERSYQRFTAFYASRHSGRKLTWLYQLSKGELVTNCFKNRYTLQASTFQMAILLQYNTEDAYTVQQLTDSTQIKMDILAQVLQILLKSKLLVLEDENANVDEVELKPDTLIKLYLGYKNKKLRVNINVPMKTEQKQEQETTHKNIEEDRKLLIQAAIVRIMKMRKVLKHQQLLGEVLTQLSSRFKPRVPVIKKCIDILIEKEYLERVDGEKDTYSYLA
An asterisk follows results filed as active. Not all compounds are listed, so the mix of outcomes need not match the whole.

RBX1-CUL1 inh	SMILES
-9.5	CCOC(=O)c1cc2c(=O)n3ccccc3nc2n(CC(C)C)c1=NC(=O)COc1ccc(Cl)cc1
-2.3	COC(=O)c1cccc(-c2cc(Cl)c3c(c2)CC(CNC(=O)c2ccoc2)O3)c1 (stereo not given)
-5.2	CCCc1ccc(N)cc1[N+](=O)[O-]
0.1	CCCC1=NN(C(=O)c2ccccc2)C(O)(C(F)(F)F)C1 (stereo not given)
4.5	CCOc1ccccc1-c1noc(CSc2nnc(-c3ccccc3)n2-c2ccc(OC)cc2)n1
-11.0	Cc1ccc(N2CCN(c3nc4ccc(C(=O)c5ccccc5)cc4n4cnnc34)CC2)c(C)c1
-3.0	CCNC(=O)N1CCC(N2CCCC(C(=O)NCc3cccnc3)C2)CC1 (stereo not given)
7.9	c1cc[n+](Cc2nc3ccccc3[nH]2)cc1
8.2	COc1ccccc1C1CC(c2ccc(C(C)C)cc2)=Nc2nnnn21 (stereo not given)
2.1	CCN(CC)C(=O)c1cc2cc(Cl)cc(Cl)c2oc1=O
-3.3	Cc1ccc(N=C(C(=Nc2ccc(C)cc2)N(C)c2ccccc2)N(C)c2ccccc2)cc1
0.4	O=C(O)c1cccc(NC(=O)c2ccc(Br)o2)c1
-1.1	CCOCCCNC(=O)c1cn(CC)c2ccc(S(=O)(=O)N3CCc4ccccc4C3)cc2c1=O
-0.1	COCCCn1c(C(=O)N2CCN(C)CC2)cc2c(=O)n3cccc(C)c3nc21
-9.8	O=C(Nc1cccc(N2CCCC2)c1)c1ccc(Cl)c(Cl)c1
5.9	COc1ccc(N2C(=O)CN(C(=O)c3ccccc3N(C)C)CC2(C)C)cc1

Sorted by molecular weight (rising): some entries from above.
RBX1-CUL1 inh	SMILES
0.4	O=C(O)c1cccc(NC(=O)c2ccc(Br)o2)c1
2.1	CCN(CC)C(=O)c1cc2cc(Cl)cc(Cl)c2oc1=O
-9.8	O=C(Nc1cccc(N2CCCC2)c1)c1ccc(Cl)c(Cl)c1
-3.0	CCNC(=O)N1CCC(N2CCCC(C(=O)NCc3cccnc3)C2)CC1 (stereo not given)
5.9	COc1ccc(N2C(=O)CN(C(=O)c3ccccc3N(C)C)CC2(C)C)cc1
-0.1	COCCCn1c(C(=O)N2CCN(C)CC2)cc2c(=O)n3cccc(C)c3nc21
-3.3	Cc1ccc(N=C(C(=Nc2ccc(C)cc2)N(C)c2ccccc2)N(C)c2ccccc2)cc1

Carrying on.
RBX1-CUL1 inh	SMILES
-1.9	CSc1cccc(NC(=O)C2CCN(c3ncnc4c3nc3n4CCCCC3)CC2)c1
-4.6	Cc1ccc(CCNC(=O)c2cc3n(n2)CCCN(Cc2ccc(C)cc2)C3=O)cc1
0.9	CCc1ccc(-c2cn3c(n2)sc2cc(C(=O)NCC(C)c4ccccc4)ccc23)cc1 (stereo not given)
1.6	O=C(Nc1ccc(Cl)c([N+](=O)[O-])c1)C(Cc1ccc([N+](=O)[O-])cc1)N1C(=O)c2ccccc2C1=O (stereo not given)
10.3	O=C(c1cn(CC2CCCO2)nn1)N1CCCCO1 (stereo not given)
8.9	CCOc1ccc(/C=N\Nc2nc(C)c(C(C)=O)s2)cc1
-1.3	Cc1nn(Cc2ccc(Cl)cc2)c(C)c1NC(=O)c1cc(F)c(F)cc1Cl
1.7	Cc1ccc(C)c(NC(=O)c2ccc(=O)n(Cc3ccc(F)cc3)c2)c1
3.0	Cc1cc(-c2n[nH]c3c2CN(C(=O)C2(C)CCCO2)CC3)no1 (stereo not given)
-5.3	Cc1cccc(NC(=O)CSc2nnc(CNC(=O)c3cccc(C)c3)n2-c2ccccc2)c1
0.8	CC(=O)c1ccc(-c2ccccc2Cl)cc1
-2.6	CC1CCc2c(sc(NC(=O)c3ccccc3)c2C(=O)Nc2ccccc2)C1 (stereo not given)
-5.9	COc1ccc(CC2(CCC(=O)NCc3nc4cc(C(F)(F)F)ccc4n3C)CCC(=O)N2)cc1 (stereo not given)
10.5	COCC(=O)Nc1ccc2c(c1)OCO2
-2.7	CCOc1ccccc1CNC(=O)Cn1c(=O)c2cccn2c2ccc(F)cc21
0.5	CCN(c1cccc2ccccc12)S(=O)(=O)c1ccc(Cl)nc1
-2.8	Cc1ccccc1CNC(=O)c1ccccc1NC(=O)C1CC=CCC1C(=O)O (stereo not given)
-5.6	CC(=O)c1cccc(NC(=O)c2c(N3CCCC3=O)c3cc(F)ccc3n2C)c1
0.8	CCCCc1ccc(NC(=O)/C=C/c2cnn(C)c2C)cc1
4.1	Cc1ccc(F)c(CNc2nncc(-c3ccc(Cl)cc3)n2)c1F
-1.9	COc1ccccc1OCC(=O)Nc1ccc(S(=O)(=O)N2CCc3ccccc32)cc1
6.4	COc1ccc(OCc2nnc(SCC(=O)Nc3ccc(C)cc3)n2C)cc1
0.1	CCOc1cc(C2C3=C(CCCC3=O)OC(=N)C2C#N)ccc1OCC(=O)Nc1ccc(C(=O)OC)cc1 (stereo not given)
-7.0	COc1ccc(S(=O)(=O)N(CC(=O)Nc2cccc(Cl)c2C)c2ccc(F)cc2)cc1OC
8.6	Cc1cc(C)c(N=Cc2cccs2)c(C)c1
14.3	NC(=O)c1c(NC(=O)c2nc(SCc3ccccc3F)ncc2Cl)sc2c1CCCC2
-3.1	CCNC(=O)c1cnc2sc(N3CCCCCC3)nn2c1=O
-14.5	COC(=O)c1ccccc1NC(=O)c1cn2c3c(ccc(Cl)c3c1=O)OC(C)C2 (stereo not given)
-2.7	COc1ccc(N(CC(=O)NCCc2ccccc2)S(=O)(=O)c2ccccc2)c(OC)c1
-2.8	COc1ccc(C(=O)C2C(=O)C(=O)N(CCCN(C)C)C2c2ccccc2)cc1 (stereo not given)
-0.8	O=c1c2c(nc3cc(-c4ccccc4Cl)[nH]n13)CCCC2
-6.6	CCOc1cc(C2c3c(C(F)(F)F)nn(-c4ccccc4)c3OC(=N)C2C#N)ccc1OC(C)C (stereo not given)
-2.1	O=C(O)CCCNC(=O)c1cccnc1Cl
6.0	CN(C(=O)C1COc2ccccc2O1)c1ccccc1 (stereo not given)
-0.3	Cc1ccccc1N=C1SC(C)CN1C(=O)Nc1ccc(Cl)c(Cl)c1 (stereo not given)
5.1	CCNS(=O)(=O)c1ccc(OC)c(C(N)=O)c1
-7.6	O=C(NCc1ccccc1Cl)C(=O)NCC(c1ccc2c(c1)OCO2)N1CCOCC1 (stereo not given)
-0.8	Cc1cc(C)n(-c2cccc(C(=O)NCC3Cc4cc(F)cc(-c5cccnc5)c4O3)c2)n1 (stereo not given)
3.7	COc1ccc(N2CCOCC2)c(NC(=O)C(C)C)c1
-1.7	O=C(Cn1c(=O)nc(-c2ccccc2F)c2cc(Cl)ccc21)NCCCc1ccccc1

Shown with each value named: 3 of the compounds above.
SMILES: CN(C(=O)C1COc2ccccc2O1)c1ccccc1 (stereo not given)
  RBX1-CUL1 inh = 6.0
SMILES: Cc1ccccc1N=C1SC(C)CN1C(=O)Nc1ccc(Cl)c(Cl)c1 (stereo not given)
  RBX1-CUL1 inh = -0.3
SMILES: CCNS(=O)(=O)c1ccc(OC)c(C(N)=O)c1
  RBX1-CUL1 inh = 5.1

The list continues:
RBX1-CUL1 inh	SMILES
9.1	O=C(C1CCCC1)N1CCN(Cc2ccco2)CC1
-1.2	Nc1ccc(Sc2ccc(Br)cc2)nc1
3.1	CC(=O)c1ccc(NC(=O)c2ccc(C)cc2)cc1
0.7	CNC(=O)c1ccc(OC)c(S(=O)(=O)N2CCCCC2)c1
9.8	COc1ccc(C(=O)N2C[C@H](O)[C@@H](N3CCC(C(N)=O)(N4CCCCC4)CC3)C2)cc1
8.6	O=C(NCc1ccccc1)N1CCN(c2cccc(C(F)(F)F)c2)CC1
-0.2	COc1ccc(CCN2C(=O)C(NC(=O)c3ccc(C)cc3)(C(F)(F)F)C3=C2CC(C)(C)CC3=O)cc1OC (stereo not given)
7.4	c1ccc(-c2noc(CN3CCCN(c4ncccn4)CC3)n2)nc1
-5.1	CCc1cc(-c2nnc(SCCOc3ccc(Cl)cc3)o2)n(C)n1
5.0	CCOCCc1nnc(NC(=O)N(C)Cc2ccccc2-n2cccn2)s1
1.9	C#CCOc1c(I)cc(I)cc1/C=c1/sc2nc3cc(C)c(C)cc3n2c1=O
-11.8	Cc1ccc(-n2nnc(C(=O)Nc3cc(F)ccc3F)c2C)cc1F
-2.2	CC(C)S(=O)(=O)c1nc(-c2cc3c(c(S(=O)(=O)C(C)C)n2)CCCC3)cc2c1CCCC2
8.7	CC(=O)C1=NN(c2ccc(Cl)cc2)C(c2ccc3c(c2)OCO3)N1c1ccc(Br)cc1 (stereo not given)
0.4	Cc1ccc2occ(CC(=O)Nc3ccc(S(=O)(=O)N4CCC(C)CC4)cc3)c2c1
-0.8	C=CCN1C(=O)S/C(=C\c2ccc(CC)s2)C1=O
2.7	O=C(NC1CCCCC1)OCn1c(=O)oc2cc(Cl)ccc21
3.5	Cc1nc2sc(C)c(C)n2c(=O)c1S(=O)(=O)N1CCN(c2ccccc2F)CC1
-2.6	COCc1cc(C)nc2sc3c(=O)n(-c4cc(Br)cc5cccnc45)nnc3c12
15.4	O=C(C1CCN(Cc2nc(-c3ccccn3)no2)CC1)N1CCCCC1
5.8	Cc1cc(C)cc(C(=O)N2CCC(C(Cc3ccccc3F)N(C)C(=O)c3ccoc3C)CC2)c1 (stereo not given)
-3.0	COc1ccc(S(=O)(=O)N2CCC(Oc3ccc(-n4cnnn4)cc3)CC2)cc1
3.5	CC12CCC(C(=O)N(CSC(=S)N/N=C\c3ccccc3)C1=O)C2(C)C (stereo not given)
1.8	O=C(Cn1cnc2onc(-c3ccc(F)cc3)c2c1=O)N1CCN(c2ccc(F)cc2)CC1
-6.0	CCOc1ccc(Cl)cc1CSc1n[nH]c(C)n1
5.3	O=C(c1cccs1)N1CCN(C(=O)c2cccs2)CC1
-10.8	CC(C)c1nc2ccc(C(=O)Nc3ccccc3F)cc2o1
-3.7	CC(C)CN1CCC(C2CCN(C(=O)c3ccc(CN(C)C)o3)C2)CC1 (stereo not given)
-6.2	O=C(NC1CON=C1Br)OCC1c2ccccc2-c2ccccc21 (stereo not given)
4.7	COc1ccc(OC)c(NC(=O)N2CC3CCCN3c3ccccc32)c1 (stereo not given)
-0.4	COc1nc2ccccc2c(=O)[nH]1
2.1	CC1=NNC(=O)C1CC(=O)N/N=C(/C)c1ccccc1 (stereo not given)
11.5	Cn1cccc1-c1cc(C(=O)N2CCCC2c2ccc(C(N)=O)s2)[nH]n1 (stereo not given)
-1.9	CCSc1nc(=O)n(-c2ccccc2)c(C)c1C(C)=S
-10.5	CC1CCc2c(sc(NC(=O)C3CC3)c2C#N)C1 (stereo not given)
0.9	CCN(CC)c1nc(N/N=C/c2c3ccccc3cc3ccccc23)nc(Nc2ccccc2)n1
-4.6	CCCCNC(=O)CCn1c(=O)c2ccccc2n(Cc2cc(C)ccc2C)c1=O
11.7	CC(=O)N1CCC(Oc2ccc(Cl)cc2C(=O)NCc2nc(C)cc(C)n2)CC1
-7.9	Cc1ccc(-n2c(=O)c3cccnc3n2CC(=O)Nc2ccc(Br)cc2)cc1C
-1.9	O=C1/C(=C/c2c(Cl)cccc2Cl)CN(Cc2ccccc2)C/C1=C\c1c(Cl)cccc1Cl
-4.4	CNC(=O)N1c2ccccc2C=Cc2ccccc21
101.4*	CCCCN1C(=O)/C(=C/c2ccc3c(c2)OCO3)C(=O)N(Cc2ccco2)C1=S
-1.8	CCSc1nnc(NC(=O)CSC2=N/C(=C/c3ccco3)C(=O)N2c2ccccc2)s1
-4.2	CC(C)Cn1c(=O)c2ccccc2n2c(CCC(=O)N3CCN(c4cccc(Cl)c4)CC3)nnc12
7.0	CC(=O)c1ccccc1-c1ccc2c(c1)CC(CNC(=O)Cc1cccc(C)c1)O2 (stereo not given)
-2.1	CCOC(=O)c1c(C)c(C(=O)c2ccc(Cl)cc2)n2ccccc12
2.8	O=C1CCCc2nc(Nc3cccc(C(F)(F)F)c3)ncc21
0.0	COc1ccc2c(-c3ccccc3)cc3nnnn3c2c1
-9.4	O=C(/C=C/c1ccc(Cl)cc1)N1CC[C@@H](N2CCC(O)CC2)[C@H](O)C1
10.4	O=C(Cc1ccccc1)NC(=S)NCc1ccccc1
39.4*	COc1cc(/C=C2\C(=O)NN(c3ccccc3)C2=O)cc(Cl)c1OCc1ccc(C)cc1
-2.6	CCn1c(-c2ccc(S(=O)(=O)N3CCOCC3)cc2)csc1=Nc1ccc(C)c(Cl)c1
-3.1	CCCC1c2c(C)nn(-c3ccccc3)c2N=C2C(Nc3ccc(OC)cc3)=Nc3ccccc3N21 (stereo not given)
1.1	CCOC(=O)c1c(C)[nH]c(/C=C(\C#N)C(=N)N(C)C)c1O
3.6	CCCCCCSc1n[nH]c(=O)[nH]c1=O
7.0	Cc1cc(C(F)(F)F)nn1CC(=O)N1N=C2/C(=C/c3ccc(N(C)C)cc3)CCCC2C1c1ccc(N(C)C)cc1 (stereo not given)

Carrying on:
RBX1-CUL1 inh	SMILES
4.9	CC1=Nc2nc(CCCO)nn2C(c2ccc(Cl)c(Cl)c2)C1C(=O)Nc1ccccc1C (stereo not given)
16.0	Cc1ccccc1-c1noc(-c2ccc(N3CCN(C)CC3)nc2)n1
7.6	O=C(c1ccco1)N1CCN(C(=O)c2cc(Cl)ccc2Cl)CC1
-12.1	COc1ccc2[nH]c3c(c2c1)CN(C(=O)CCn1nnnc1CN1CCOCC1)CC3
0.7	CCCc1cc(CN(C)Cc2c(C(=O)N3C[C@@H](C)O[C@@H](C)C3)nc3sccn23)[nH]n1
-6.1	Cc1ccc(NC(=O)CN2C(=O)CCc3cc(S(=O)(=O)N4CCCCC4)ccc32)cc1C
-3.1	O=C1NCCCC1C(=O)N1CCCC1 (stereo not given)
1.2	COc1ccc(-c2nnc(COc3ncc(C(F)(F)F)cc3Cl)o2)cc1
-8.2	CC(C)(C)C(/C=C/c1ccc(Cl)cc1Cl)N=C1NC(=S)N(c2ccccc2)C1(C)C (stereo not given)
-1.8	CC(=O)N1CCC(Oc2ccc(Cl)cc2C(=O)N2CCNC(=O)C2(C)C)CC1
-0.7	OCc1cc(Cl)c(OCc2ccc(F)cc2)c(Cl)c1
-3.9	Cc1cc(F)ccc1NS(=O)(=O)c1ccc(-n2cccn2)cc1
2.7	Cc1cc(NC(=O)c2cc(Cl)ccc2Cl)ccc1-c1cc2ccccc2oc1=O
-0.6	O=C(NNS(=O)(=O)c1ccc([N+](=O)[O-])cc1)C(=O)NC1CCCCC1
